Assay outcomes (PubChem BioAssay)
PLK1 PBD inh – inhibitors of human PLK1 polo-box domain binding; P53350; 2.8% of 360,000 active; Potency, µM, without a hit: max response, negative = inhibition, actives largely listed as inhibitors; Plk1 PBD binding of FITC phosphopeptide, fluorescence polarization; further: potency means the concentration at half of the fitted maximal effect; series mostly up to about 57 µM; on the % scale 0 is the no-effect control and ±100 the full control effect; nearly all actives have a fitted effect of over 65% in size
WRN inhibitor – WRN helicase (human) inhibition; Q14191; WRN helicase unwinding, fluorescent forked duplex, kinetic; Potency, µM (series often up to 114 µM), for inactives: at the top dose activity change, negative = inhibition, actives largely listed as inhibitors; 0.46% of 360,000 active; further: potency means the concentration at half of the fitted maximal effect; on the % scale 0 is the no-effect control and ±100 the full control effect; nearly all actives have a fitted effect of over 55% in size
Target sequence (Q14191 whole entry, looked up): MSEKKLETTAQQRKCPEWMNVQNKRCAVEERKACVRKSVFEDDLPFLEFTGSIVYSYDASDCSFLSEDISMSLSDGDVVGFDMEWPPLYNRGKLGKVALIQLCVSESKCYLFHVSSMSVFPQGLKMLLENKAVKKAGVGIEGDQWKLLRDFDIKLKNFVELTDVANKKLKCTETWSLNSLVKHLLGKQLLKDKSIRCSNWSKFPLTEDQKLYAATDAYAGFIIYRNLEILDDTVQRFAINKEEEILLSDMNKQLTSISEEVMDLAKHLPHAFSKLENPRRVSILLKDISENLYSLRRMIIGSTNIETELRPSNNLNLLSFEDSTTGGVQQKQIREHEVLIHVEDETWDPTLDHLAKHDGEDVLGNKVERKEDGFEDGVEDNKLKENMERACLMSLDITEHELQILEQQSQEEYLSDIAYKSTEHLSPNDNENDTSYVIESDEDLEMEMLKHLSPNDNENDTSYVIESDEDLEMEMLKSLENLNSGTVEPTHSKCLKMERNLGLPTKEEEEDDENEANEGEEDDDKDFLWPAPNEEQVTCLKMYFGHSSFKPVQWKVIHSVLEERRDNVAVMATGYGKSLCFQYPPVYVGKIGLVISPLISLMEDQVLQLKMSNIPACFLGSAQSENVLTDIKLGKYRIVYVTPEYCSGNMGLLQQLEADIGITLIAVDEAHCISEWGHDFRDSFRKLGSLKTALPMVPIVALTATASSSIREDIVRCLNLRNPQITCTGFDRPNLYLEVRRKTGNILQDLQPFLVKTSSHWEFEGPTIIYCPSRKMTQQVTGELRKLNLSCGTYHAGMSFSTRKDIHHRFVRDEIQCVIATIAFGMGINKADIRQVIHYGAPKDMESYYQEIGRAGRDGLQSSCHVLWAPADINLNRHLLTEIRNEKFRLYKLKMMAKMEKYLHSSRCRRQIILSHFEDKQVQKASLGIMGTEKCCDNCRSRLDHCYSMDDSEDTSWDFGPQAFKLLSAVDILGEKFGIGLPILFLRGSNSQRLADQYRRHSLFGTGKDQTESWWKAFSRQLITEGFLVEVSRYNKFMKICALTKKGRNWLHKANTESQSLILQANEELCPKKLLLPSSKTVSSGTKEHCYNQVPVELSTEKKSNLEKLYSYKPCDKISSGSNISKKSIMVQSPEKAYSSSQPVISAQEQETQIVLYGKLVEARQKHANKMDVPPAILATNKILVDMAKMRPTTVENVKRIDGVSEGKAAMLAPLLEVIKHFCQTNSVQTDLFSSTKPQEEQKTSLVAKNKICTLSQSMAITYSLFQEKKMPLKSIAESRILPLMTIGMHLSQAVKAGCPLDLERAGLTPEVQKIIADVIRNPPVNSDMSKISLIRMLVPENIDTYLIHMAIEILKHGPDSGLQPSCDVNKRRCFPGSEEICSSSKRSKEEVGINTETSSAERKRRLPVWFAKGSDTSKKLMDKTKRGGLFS
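Kinetic fluorescence helicase assay: unwinding of a quenched forked DNA duplex (100 nM final) with 2 mM ATP final raises red fluorescence (525/598 nm). Compounds sat 15 min at room temperature with 20 nM WRN beforehand.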
aSyn yeast inh – rescues yeast growth from alpha-synuclein toxicity; Yeast expressing alpha-synuclein, growth rescue, BacTiter-Glo, 24 h; Potency, µM (highest dose often 46.1 µM), without a hit: at the top dose growth rescue (activation), hits mostly activators; 0.14% of 370,000 active; AID 652106; further: potency means the concentration at half of the fitted maximal effect; % of control where 0% means no effect; nearly all actives have a fitted effect of over 65% in size
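Rescue of yeast growth: cells expressing toxic alpha-synuclein, induced in galactose at OD600 0.02, incubated with compound 24 h at 30 C. ATP luminescence quantified growth; inhibitors of toxicity appear as activators.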
FUS yeast rescue – suppressors of FUS proteinopathy in yeast; 0.24% of 390,000 active; S. cerevisiae FUS-expressing, growth rescue, OD600, 24 h; Potency, µM (doses to about 76.6 µM), for the others: at the highest dose growth rescue (activation), hits mostly activators; AID 1347120;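 further: potency means the concentration at half of the fitted maximal effect; plate controls were DMSO vehicle for no effect and reference control for full effect; nearly all actives have a fitted effect of over 55% in size; some results filed as inactive show a strong effect at the top dose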
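Read-out: OD at 600 nm after 24hr at 30C, reporting rescue of FUS-induced yeast toxicity. Cells at OD 0.005 in galactose (2%) minimal medium; compounds tested in a dilution series; CP55940 titration from 92uM final as control.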
IL2 activator – IL-2 activation; 0.065% of 360,000 active; activation, % (series mostly up to about 46 µM); IL-2 activation reporter assay, cell-based qHTS; stimulated with anti-CD3/CD4/CD28 beads; in transgenic mouse T cells; AID 652025; in the data active means activation above about 50%; inconclusive means mostly about 30% to 49%; further: 0% is about no effect
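First, unstimulated transgenic mouse T cells were exposed to compound for 60 min. Next, anti-CD3/anti-CD4-coated beads with anti-CD28 were added. Finally, after 18 h at 37 degrees C, EGFP and DsRed were imaged.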
Abeta yeast res – A-beta toxicity reversal in yeast. yeast expressing A-beta42, growth rescue, OD600, 48 h; response scale: 0% DMSO, 100% iron-clioquinol control. Potency, µM (doses to about 46.1 µM), inactives show top-dose growth rescue, actives largely listed as activators. 0.063% of 410,000 active; further: potency means the concentration at half of the fitted maximal effect; nearly all actives have a fitted effect of over 55% in size
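Growth rescue measured by 600 nm absorbance after 48 h yeast culture at 30 C with compound. Values normalized between DMSO and an equimolar ferric chloride plus clioquinol control.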
EPAC1 antag – antagonists of human EPAC1; EPAC1 GEF assay, Rap1b-BODIPY-GDP exchange fluorescence; Potency, µM (top dose mostly 115 µM), without a hit: top-dose activity change, negative = inhibition, hits mostly inhibitors; 0.14% of 360,000 active; AID 720709;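 further: potency means the concentration at half of the fitted maximal effect; plate controls were vehicle for no effect and positive control for full effect; nearly all actives have a fitted effect of over 50% in size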
PI5P4Ka inh – blocks human PI5P4K alpha kinase activity | AID 652105 | P48426 | 1.2% of 330,000 active | PI5P4Kalpha enzyme, ADP-Glo luminescence, 60 min; hits give low values | max response, %; active means max response of -50% or lower; inconclusive means between -30% and -50%; inactive means -30% or higher; further: value at the top dose of about 77 µM; on the % scale 0 is the no-effect control and ±100 the full control effect
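PI5P4Kalpha ADP-Glo assay; 5 microM ATP final; 60 min RT reaction; HEPES pH 7.4/EGTA/CHAPS, 5% DMSO; controls lacking substrate or enzyme; luminescent end-point.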
EPAC1 ag – activates human EPAC1 exchange factor; O95398; EPAC1 agonist qHTS, biochemical assay; response scale: 100% = response to 6.5 mM cAMP; Potency, µM (doses to about 154 µM), without a hit: at the highest dose activation, actives largely listed as activators; 0.073% of 360,000 active; further: potency means the concentration at half of the fitted maximal effect; nearly all actives have a fitted effect of over 60% in size
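Fluorescent GDP-exchange assay: 100 nM EPAC1 with 250 nM Rap1B preloaded with BODIPY-GDP and 50 uM GDP; compounds tested as concentration series, 5 min at room temperature, then read every 5 min for 30 min (ex 480/em 540 nm); normalized to 6.5 mM cAMP.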
Active calls of the source: *; ? = inconclusive; · = no result given; & = joins results of further samples; [ ] = remark or other dose. Unless noted, the call rests on the fitted dose curve; in most records, active means well fitted curve in the direction sought with a large enough effect; inconclusive means small, poorly fitted or top-dose-only effect, or another doubt; inactive means no such curve, though single readings can be large; an effect the other way counts as inactive or inconclusive.

SMILES	IL2 activator	EPAC1 ag	PI5P4Ka inh	FUS yeast rescue	EPAC1 antag	PLK1 PBD inh	Abeta yeast res	aSyn yeast inh	WRN inhibitor
O=C(NCCc1cccc(Cl)c1)c1cccc(-n2cnnn2)c1	-1.9	8%	-1	-2%	12%	1%	25%	4%	-5%
CN1CCCC(n2nc(Cc3ccc(Cl)cc3)c3ccccc3c2=O)CC1 (stereo unspecified)	-0.8	-28%	-15	-26%	-17%	-14%	-22%	?	3%
COc1cc(C(=O)NC(=S)NCc2ccncc2)cc(OC)c1OC	-3.6	-11%	-17	18%	17%	-3%	-9%	-8%	0%
CCCc1cc(=O)oc2c(C)c(OC(C)C(=O)NCC(O)c3ccccc3)ccc12 (stereo unspecified)	-0.1	11%	0	18%	9%	-3%	-16%	4%	-6%
COc1cc(Cl)ccc1OCc1cc(C(=O)N2CCN(c3ccccn3)CC2)no1	-2.8	10%	1	22%	-24%	-9%	-1%	6%	-10%
O=C(Nc1nc(-c2ccncc2)cs1)C1c2ccccc2Oc2ccccc21	-0.4	5%	2	?	2%	-5%	7%	-1%	12%
O=C(NCc1ccc(Cl)cc1)C1CCN(c2cnccn2)CC1	-0.6	11%	-3	-24%	-18%	-3%	3%	4%	-5%
COc1ccc(CN(CC(O)COCc2ccccc2)S(=O)(=O)c2ccccc2Br)cc1 (stereo unspecified)	-0.4	-14%	3	35%	?	-24%	7%	?	-9%
COC(=O)c1cnn(-c2ccc(F)cc2F)c1/C=N/NC(N)=S	0.0	-10%	-3	14%	-9%	-11%	1%	1%	0%
CC(C)(C)Cc1nnc(NC(=O)c2cc(-c3ccccc3)nc3ccccc23)s1	2.0	4%	10	33%	-10%	-12%	?	0%	-16%
O=[N+]([O-])c1ccc(N2CCN(c3ccc(Cl)nn3)CC2)c(Cl)c1	-2.0	9%	0	?	6%	-8%	-2%	-3%	0%
Cc1nn(-c2ccc(F)cc2)c(Cl)c1C(=O)OC(C)C(=O)N(C)C1CCCCC1 (stereo unspecified)	-0.9	1%	-1	?	-7%	0%	-11%	-1%	-4%
O=C(CSc1nc(Nc2ccccc2)nc(N2CCOCC2)n1)N1CCc2ccccc21	1.9	1%	0	-9%	2%	-8%	1%	-12%	-6%
O=C(COc1ccc(F)cc1)Nc1ccc(-n2cnnn2)cc1	-2.9	-9%	0	1%	3%	-4%	-8%	1%	6%
N#CC1C=Cc2c(ccc3ccccc23)N1C(=O)c1ccccc1 (stereo unspecified)	-0.6	13%	-1	·	-9%	-6%	9%	8%	-1%
O=C(COC(=O)c1cc(Cl)ccc1O)NCC1CCCO1 (stereo unspecified)	0.5	12%	-10	-5%	-9%	1%	-8%	-8%	2%
COc1ccccc1C(=O)Nc1cccc(N(C)S(C)(=O)=O)c1	0.2	6%	2	-7%	9%	-1%	20%	3%	-16%[57.1 µM]
Cc1ccccc1NC(=O)c1sc2nc3c(c(-c4ccco4)c2c1N)CCCC3	-0.8	14%	-1	35%	2%	-6%	14%	·	-10%
NS(=O)(=O)c1ccc(N/N=C/c2ccncc2)cc1	-0.5	0%	0	2%	-13%	-16%	-27%	-1%	0%[57.1 µM]
O=C(CC1C(=O)NCCN1Cc1cccc(C(F)(F)F)c1)NC1CCCCCC1 (stereo unspecified)	-2.8	-7%	8	·	2%	-24%	11%	3%	-8%
C=CCN(c1ccccc1)S(=O)(=O)c1cccc(C(=O)O)c1	-3.9	-14%	-1	31%	7%	-7%	-3%	-5%	4%
c1cc2[nH]snc2c2nc(C3CC3)nc12	-2.1	0%	·	26%	3%	?	-72%[inhibitor]	-16%	-15%[57.1 µM]
CCC(c1nnc(SCC(=O)N2CCOCC2)n1C1CCCCC1)N(C)C (stereo unspecified)	-0.8	6%	1	-21%	2%	0%	12%	23%	-10%
COc1ccc(C2C3=C(CC(C)(C)CC3=O)N(CC(=O)O)C3=C2C(=O)CC(C)(C)C3)cc1OC	1.7	1%	0	-8%	-3%	2%	9%	4%	1%
CC(=O)N(CN1C(=O)c2ccccc2C1=O)c1ccc2c(c1)oc1ccccc12	0.2	6%	-8	-4%	3%	9%	7%	1%	-20%[57.1 µM]
COc1ccccc1CNC(=O)CCCn1nc(C)c2c(C)n(-c3ccccc3)nc2c1=O	-2.8	-16%	-1	-3%	3%	-22%	19%	3%	-7%
CCc1ccc(NC(=O)c2n[nH]c(=O)c3ccccc23)cc1	-1.0	8%	13	-6%	14%	-6%	5%	4%	0%
CC1CN(C(=O)c2cccc(Oc3ccccc3)c2)CC(C)O1 (stereo unspecified)	-3.7	-1%	0	-3%	-10%	-15%	1%	13%	4%
O=C(CN1CCCN(Cc2ccc(F)cc2Cl)C1=O)NCc1ccccc1	-0.7	3%	-8	23%	-5%	-9%	8%	16%	-2%
CC1=C(C(N)=O)C(c2cccs2)n2nc(-c3cccc(C)c3)nc2N1 (stereo unspecified)	1.0	5%	0	-2%	-5%	3%	21%	-1%	-3%
CCSCc1nnc(SCC(=O)Nc2ccc(OC)cc2)n1C	-0.6	11%	-7	-14%	6%	-11%	-2%	4%	1%
COc1ccnc(NCc2cccc(C(F)(F)F)c2)c1C#N	-1.8	-3%	·	7%	8%	-1%	19%	-2%	-1%
Cc1ccc(NC(=O)CCc2c(C)nc3ncnn3c2C)cc1	0.9	-3%	-3	-5%	11%	0%	19%	·	0%
CCOC(=O)c1cc(NC(=O)CSc2nnc(CN3CCOCC3)n2C)ccc1Cl	0.7	-15%	-4	13%	-8%	-7%	-1%	0%	-29%
COc1cc(C(=O)Oc2cccc(/C=N/NC(=O)c3cc(C)[nH]n3)c2)cc(OC)c1OC	-0.7	9%	-1	24%	-15%	-4%	2%	14%	4%
COc1ccc(C(=O)NC(C)Cc2cnccn2)cc1OC1CCN(C(C)C)CC1 (stereo unspecified)	-6.1	-1%	10	17%	5%	-5%	-8%	3%	-30%
CCOC(=O)c1cc(S(=O)(=O)NC2CCCCC2)cn1C	0.4	-2%	8	-25%	-24%	-3%	4%	0%	-7%
Cc1cc(N=Nc2ccccc2C(=O)O)c(C)c(C)c1O	-0.7	0%	-51*	11%	-1%	-29%	-84%[inhibitor]	-19%	-10%
CCCCNC(=O)c1[nH]c(=O)cnc1-c1ccccc1	-0.3	-15%	7	-23%	-18%	-5%	2%	1%	-10%
CC(C)(C)c1ccc(C2=CSC3=NCCN23)cc1	-1.1	6%	1	-15%	5%	-7%	-8%	-1%	7%
CCC12CC1(C(=O)OC)C(=O)N1CCc3c([nH]c4ccccc34)C12 (stereo unspecified)	0.1	6%	-5	-8%	-4%	2%	-7%	2%	-6%
Cc1nn(C(=O)c2nn(C)cc2[N+](=O)[O-])c(C)c1Cl	-0.7	-7%	-7	-21%	3%	-9%	-10%	-9%	7%
CC(=O)Nc1ccc(NC(=O)C(C)OC(=O)c2ccccc2C(=O)c2ccc(Cl)c([N+](=O)[O-])c2)cc1 (stereo unspecified)	-0.6	-5%	1	24%	9%	-8%	-6%	0%	-2%
CCCCCCCCC(=O)NCCOc1ccccc1	1.7	-20%	3	·	-3%	-3%	7%	0%	-1%
CCN(CC)S(=O)(=O)c1cccc(NC(=O)c2ccc(Sc3nncn3C)c([N+](=O)[O-])c2)c1	0.2	-3%	-29	?	11%	-1%	-4%	2%	-11%
Cc1cccnc1NC(=O)c1c(O)c2ccccc2n(C)c1=O	-0.3	4%	0	-18%	-6%	-2%	-10%	6%	-5%
COc1cccc(C(=O)O/N=C/c2ccc(Sc3ccc(C)cc3)nc2)c1	-2.4	5%	-4	-32%	-3%	-14%	-2%	2%	-34%[57.1 µM]
O[C@@H]1C[C@H](c2ccc(Cl)cc2)N(CC2CCCCC2)C[C@H]1n1cc(C2CC2)nn1	0.0	1%	2	-25%	15%	8%	7%	5%	-1%
COc1ccccc1CC(=O)NNC(=O)CN(C)S(=O)(=O)c1ccc(Cl)cc1	-0.7	-7%	15	-8%	14%	-3%	4%	3%	5%
COC(=O)c1cccc(NC(=O)CN2CCN(Cc3ccccc3)CC2)c1	-0.5	0%	6	17%	8%	-4%	-24%	-4%	-10%

The results go on:
SMILES	IL2 activator	EPAC1 ag	PI5P4Ka inh	FUS yeast rescue	EPAC1 antag	PLK1 PBD inh	Abeta yeast res	aSyn yeast inh	WRN inhibitor
Cc1cc2c(cc1S(=O)(=O)Nc1ccc(OC(F)(F)F)cc1)OCC(=O)N2	-1.1	0%	8	8%&3%	2%	-26%	15%&3%	0%	-5%
CN(C)S(=O)(=O)c1ccc(C(=O)NNC(=O)c2ccccc2-n2cccc2)cc1	0.5	7%	-7	-9%	-24%	-11%	-11%	0%	3%
COc1cc([N+](=O)[O-])c(OC)cc1SCc1n[nH]c(=S)n1-c1ccc(C)cc1	-2.9	-2%	-15	22%	-19%	-18%	2%	-4%	-8%
Nc1nonc1C(=O)OCC(=O)c1ccc(Cl)cc1	0.3	-2%	-5	13%	-9%	-7%	3%	-2%	-6%
Cc1ccccc1NC1=C/C(=N\S(=O)(=O)c2ccc(C(=O)O)cc2)c2ccccc2C1=O	-1.2	1%	-29	8%	40µM*	-28%	-57%[inhibitor]	-62%[inhibitor]	-34%[57.1 µM]
CCc1nnc(NC(=O)CN2CCN(c3ccccc3OC)CC2)s1	0.5	11%	·	-4%	9%	-11%	-13%	1%	1%

Given with values under each structure: part of the list above.
Fields: IL2 activator | EPAC1 ag | PI5P4Ka inh | FUS yeast rescue | EPAC1 antag | PLK1 PBD inh | Abeta yeast res | aSyn yeast inh | WRN inhibitor
COc1ccccc1C(=O)Nc1cccc(N(C)S(C)(=O)=O)c1
 : 0.2 | 6% | 2 | -7% | 9% | -1% | 20% | 3% | -16%[57.1 µM]
CC(=O)N(CN1C(=O)c2ccccc2C1=O)c1ccc2c(c1)oc1ccccc12
 : 0.2 | 6% | -8 | -4% | 3% | 9% | 7% | 1% | -20%[57.1 µM]
